Source: PubChem BioAssay (National Center for Advancing Translational Sciences (NCATS))
IL1B secr inh: qHTS for Inhibitors of Inflammasome Signaling: IL-1-beta AlphaLISA Primary Screen; THP-1 LPS/ATP IL-1B secretion, AlphaLISA, 16 h; active compounds read low; activity change, % at 57.5 µM; 4.7% of 360,000 active; in the data active = activity change below about -50%; inconclusive = mostly about -30% to -49%; note: % is set by controls: 0 for no effect and ±100 for the full control effect
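THP-1 cells pretreated 1 hr with compounds (up to 57.5 uM final), then stimulated with LPS (250 ng/mL final) plus ATP (1.25 mM final); secreted IL-1B measured by AlphaLISA after 16 hr, decreased signal indicating inhibition.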
SW480 rereplic: A quantitative high throughput screen for small molecules that induce DNA re-replication in SW480 colon adenocarcinoma cells; SW480 DNA re-replication, Hoechst DNA content imaging, 48 h; Potency, µM (top dose mostly 46.1 µM), inactives show at the highest dose re-replication activation, most hits filed as activators; 1.8% of 340,000 active; AID 624297, 2012; note: potency is the fitted concentration of half-maximal effect; % of control where 0% means no effect; nearly all actives have a fitted effect of over 55% in size
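Quantitative HTS format with DMSO vehicle controls; 48 hr drug incubation at 37 C, then 40 min Hoechst staining and scanning imager measurement at 405 nm excitation.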
KB-3-1 tox: qHTS assay for MDR1-selective chemotherapeutics: Primary screen using the parental adenocarcinoma cell KB-3-1 | 1.4% of 400,000 active | AID 1347075, 2019 | Potency, µM (highest dose often 46.1 µM), for the others: at the highest dose activity change, negative = cytotoxic, actives largely listed as cytotoxic | KB-3-1 viability, CellTiter-Glo ATP luminescence, 72 h; note: potency is the fitted concentration of half-maximal effect; % is set by controls: 0 for no effect and ±100 for the full control effect; nearly all actives have a fitted effect of over 60% in size
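Multi-concentration cytotoxicity screen in KB-3-1 cells grown in DMEM lacking phenol red with 10% FBS. After 72 h at 37 °C with compound, ATP-dependent luminescence was recorded.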
MCF10A rereplic: A quantitative high throughput screen for small molecules that induce DNA re-replication in MCF 10a normal breast cells; MCF 10A DNA re-replication, Hoechst nuclear intensity, 48 h; Potency, µM (highest dose often 46.1 µM), inactives show at the highest dose activity, positive = re-replication, hits mostly activators; 2.9% of 350,000 active; note: potency is the fitted concentration of half-maximal effect; % of control where 0% means no effect; nearly all actives have a fitted effect of over 50% in size
WRN inhibitor: qHTS for Inhibitors of WRN Helicase; 0.46% of 360,000 active; WRN helicase unwinding, fluorescent forked duplex, kinetic; AID 651768, 2012; Potency, µM (series often up to 114 µM), inactives show at the top dose activity change, negative = inhibition, usual class: inhibitors; note: potency is the fitted concentration of half-maximal effect; % is set by controls: 0 for no effect and ±100 for the full control effect; nearly all actives have a fitted effect of over 55% in size
Target sequence (Q14191 whole entry, looked up): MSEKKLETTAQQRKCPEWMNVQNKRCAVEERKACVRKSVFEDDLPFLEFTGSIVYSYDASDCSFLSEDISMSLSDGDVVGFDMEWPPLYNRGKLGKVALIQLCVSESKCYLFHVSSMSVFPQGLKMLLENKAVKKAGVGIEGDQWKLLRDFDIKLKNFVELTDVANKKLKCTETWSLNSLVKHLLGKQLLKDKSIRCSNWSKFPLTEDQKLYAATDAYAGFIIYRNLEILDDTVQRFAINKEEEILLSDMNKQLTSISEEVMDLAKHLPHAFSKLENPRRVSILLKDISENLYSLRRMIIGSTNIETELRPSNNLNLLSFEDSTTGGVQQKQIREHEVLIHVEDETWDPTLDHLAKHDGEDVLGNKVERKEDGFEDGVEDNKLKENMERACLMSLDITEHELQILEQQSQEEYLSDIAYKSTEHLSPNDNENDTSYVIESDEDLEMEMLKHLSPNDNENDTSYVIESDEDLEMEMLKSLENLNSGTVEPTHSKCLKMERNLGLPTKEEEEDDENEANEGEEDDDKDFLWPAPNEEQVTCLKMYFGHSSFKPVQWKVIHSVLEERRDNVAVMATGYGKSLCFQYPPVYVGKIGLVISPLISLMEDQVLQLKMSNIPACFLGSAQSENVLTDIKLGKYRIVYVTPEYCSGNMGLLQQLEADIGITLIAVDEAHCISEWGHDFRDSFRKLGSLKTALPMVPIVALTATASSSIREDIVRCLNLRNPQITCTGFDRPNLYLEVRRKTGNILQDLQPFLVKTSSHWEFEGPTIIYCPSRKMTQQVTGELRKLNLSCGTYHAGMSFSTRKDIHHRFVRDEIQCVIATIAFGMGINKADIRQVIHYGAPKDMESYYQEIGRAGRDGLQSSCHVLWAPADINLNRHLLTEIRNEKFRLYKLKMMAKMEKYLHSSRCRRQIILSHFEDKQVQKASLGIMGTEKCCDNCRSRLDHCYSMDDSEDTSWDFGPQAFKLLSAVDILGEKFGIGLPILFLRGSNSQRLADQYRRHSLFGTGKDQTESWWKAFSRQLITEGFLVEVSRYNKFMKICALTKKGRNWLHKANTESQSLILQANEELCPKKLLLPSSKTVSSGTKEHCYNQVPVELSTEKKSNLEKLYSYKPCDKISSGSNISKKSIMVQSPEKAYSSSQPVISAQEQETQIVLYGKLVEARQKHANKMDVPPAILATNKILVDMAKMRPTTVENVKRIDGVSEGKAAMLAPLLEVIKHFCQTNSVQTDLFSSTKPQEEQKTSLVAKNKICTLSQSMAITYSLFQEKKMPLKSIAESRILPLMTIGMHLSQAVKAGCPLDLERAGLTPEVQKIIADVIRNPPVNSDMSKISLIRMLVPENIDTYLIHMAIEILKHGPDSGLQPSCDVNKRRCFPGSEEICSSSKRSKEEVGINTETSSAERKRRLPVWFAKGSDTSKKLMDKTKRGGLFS
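Kinetic fluorescence helicase assay: unwinding of a quenched forked DNA duplex (100 nM final) with 2 mM ATP final raises red fluorescence (525/598 nm). Compounds sat 15 min at room temperature with 20 nM WRN beforehand.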
HT1080NT lethal: qHTS for induction of synthetic lethality in tumor cells producing 2HG: qHTS for the HT-1080-NT fibrosarcoma cell line; HT-1080-NT fibrosarcoma viability, CellTiter-Glo ATP luminescence, 48 h; Potency, µM (highest dose often 46.1 µM), for the others: at the top dose activity, negative = less viability, usual class: cytotoxic; 1.6% of 360,000 active; AID 686970, 2013;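 note: NT is the 2HG producing partner of a matched IDH1 knockdown line; potency is the fitted concentration of half-maximal effect; 0% = DMSO-treated cells and -100% = media-only wells without cells; nearly all actives have a fitted effect of over 55% in size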
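HT-1080-NT fibrosarcoma cells (2HG-overproducing), 750 cells/well in RPMI with 5% FBS, dosed after 2 h and incubated 48 h at 37C. CellTiter-Glo luminescence normalized to DMSO and no-cell wells; concentration-response curves fitted and classed.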
KB-V1 cytotox: qHTS assay for MDR1-selective chemotherapeutics: Primary screen using the drug-selected MDR subline cells KB-V1 | Potency, µM (top dose mostly 46.1 µM), for inactives: at the top dose activity change, negative = cytotoxicity, actives largely listed as cytotoxic | AID 1347076, 2019 | 3.4% of 400,000 active | KB-V1 MDR cells viability, CellTiter-Glo, 72 h; note: potency is the fitted concentration of half-maximal effect; % is set by controls: 0 for no effect and ±100 for the full control effect; nearly all actives have a fitted effect of over 60% in size
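KB-V1 MDR subline cells in DMEM (phenol-red free, 10% FBS) exposed to compounds in qHTS concentration series for 72 h at 37 degrees C. Viability read by CellTiter-Glo luminescence; concentration-effect curves fitted after normalization and correction.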
ATXN2 expr inh: Primary qHTS for Inhibitors of ATXN expression; HEK-293 ATXN2-luciferase reporter, luminescence, 24 h; Potency, µM (highest dose often 57 µM), without a hit: at the top dose activity change, negative = inhibition, usual class: inhibitors; 0.72% of 360,000 active; AID 1745845, 2022; note: potency is the fitted concentration of half-maximal effect; % is set by controls: 0 for no effect and ±100 for the full control effect; nearly all actives have a fitted effect of over 55% in size
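ATXN2-luciferase reporter cells (luciferase flanked by upstream and downstream ATXN2 gene portions) were treated 24 h at 37 °C with compounds at up to 57 uM. SteadyGlo luminescence gave expression; GF-AFC fluorescence gave viability.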
HT1080 IDH1KD tx: qHTS for induction of synthetic lethality in tumor cells producing 2HG: qHTS for the HT-1080-IDH1KD cell line; 2% of 360,000 active; Potency, µM (top dose mostly 46.1 µM), without a hit: at the top dose activity, negative = toxicity, most hits filed as cytotoxic; HT-1080 IDH1 knockdown viability, ATP luminescence, 48 h; AID 686971, 2013;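 note: potency is the fitted concentration of half-maximal effect; 0% = DMSO wells and -100% = cell-free medium wells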
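% activity derives from luminescence (CellTiter-Glo), normalised to DMSO and no-cell wells. HT-1080-IDH1KD cells, 750/well, had 48 h compound exposure at 37 °C.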
* = called active by the depositor; ? = inconclusive; · = no result given; [ ] = dose if it differs, or a comment. Unless noted, calls come from the whole dose curve; as a rule, active = well fitted curve in the direction sought with a large enough effect; inconclusive = small, poorly fitted or top-dose-only effect, or another doubt; inactive = no such curve, though single readings can be large; an effect the other way counts as inactive or inconclusive.

1	O=C(NCc1ccco1)C1CCCN(S(=O)(=O)c2cccc3cccnc23)C1 (stereo not drawn)
2	O=C(CC1C[C@H](C(=O)N2CCOCC2)[C@@]2(CCC3CCCC3)c3[nH]c4ccccc4c3CCN2C1=O)NCCN1CCOCC1 (stereo partly drawn)
3	O=S(=O)(NC1C2CC3CC(C2)CC1C3)c1ccc(F)cc1 (stereo not drawn)
4	COc1cc(OC)cc(OC(=O)C2CCN(C3=NS(=O)(=O)c4ccccc43)CC2)c1
5	CCOc1cc2oc(=O)c3c(c2cc1Cl)CCC3
6	COc1ccc(N=CC2=C(O)CC(C)(C)CC2=O)cc1OC

Screen / compound no.	1	2	3	4	5	6
IL1B secr inh	26	-15	40	-2	-26	7
SW480 rereplic	-1%	-2%	-4%	-9%	1%	-14%
KB-3-1 tox	0%	0%	0%	2%	-11%	29%
MCF10A rereplic	-13%	4%	14%	23%	-3%	-5%
WRN inhibitor	2%	3%	-12%	-3%	2%	-18%
HT1080NT lethal	10%	4%	2%	1%	13%	6%
KB-V1 cytotox	12%	0%	-1%	16%	-10%	18%
ATXN2 expr inh	-7%	1%	8%	·	2%	-11%
HT1080 IDH1KD tx	0%	0%	1%	2%	-3%	7%

Complete entries, quoted from the list:
`O=S(=O)(NC1C2CC3CC(C2)CC1C3)c1ccc(F)cc1` (stereo not drawn) is entered as IL1B secr inh: 40; SW480 rereplic: -4%; KB-3-1 tox: 0%; MCF10A rereplic: 14%; WRN inhibitor: -12%; HT1080NT lethal: 2%; KB-V1 cytotox: -1%; ATXN2 expr inh: 8%; HT1080 IDH1KD tx: 1%
`O=C(CC1C[C@H](C(=O)N2CCOCC2)[C@@]2(CCC3CCCC3)c3[nH]c4ccccc4c3CCN2C1=O)NCCN1CCOCC1` (stereo partly drawn) is entered as IL1B secr inh: -15; SW480 rereplic: -2%; KB-3-1 tox: 0%; MCF10A rereplic: 4%; WRN inhibitor: 3%; HT1080NT lethal: 4%; KB-V1 cytotox: 0%; ATXN2 expr inh: 1%; HT1080 IDH1KD tx: 0%

The listing continues.
7	COc1ccc(-c2noc(-c3ccccc3Cl)n2)cc1OC
8	Cc1[nH]c2ccc(F)cc2c1CCN(Cc1ccncc1)C(=S)Nc1ccc(F)cc1
9	CCC(C(=O)NCCC(C)C)N(Cc1ccccc1Cl)C(=O)c1snc(C(N)=O)c1N (stereo not drawn)
10	COc1ccc([C@H]2N[C@]3(CCCN(Cc4ccccc4)C3=O)[C@H]3C(=O)N(Cc4ccccc4)C(=O)[C@@H]23)cc1
11	COc1cccc(NC(=O)CN(C)C(=O)CSc2ncnc3sc(C)c(C)c23)c1
12	O=c1[nH]c2cc(Cl)ccc2n1-c1ccccc1

Screen / compound no.	7	8	9	10	11	12
IL1B secr inh	-3	?	6	-10	7	8
SW480 rereplic	-1%	-2%	2%	·	-1%	1%[9.22 µM]
KB-3-1 tox	-6%	0%	-23%	1%	23%	0%
MCF10A rereplic	25%	2%	14%	·	2%	0%
WRN inhibitor	-5%	-4%	-9%	2%	6%	-5%
HT1080NT lethal	2%	-15%	-4%	0%	-1%	-9%
KB-V1 cytotox	-3%	4%	?	-8%	?	24%
ATXN2 expr inh	58%[activator]	-11%	-17%	6%	-14%	-1%
HT1080 IDH1KD tx	6%	-18%	-22%	-4%	2%	-6%

13	O=C(Cn1nc(Cc2cccnc2)c2ccccc2c1=O)N1CCN(c2ccccn2)CC1
14	Oc1ccc2ccccc2c1N=Nc1nccs1
15	C/C(=N\NC(=O)c1ccc2ccccc2c1)c1cccs1
16	CCOC(=O)c1ccc(NC(=O)Nc2ccc(Cl)cn2)cc1
17	COc1ccc(-c2cc(C(=O)N3CCC3)c3ccccc3n2)cc1OC
18	CCOc1cc(NC(=S)NCCOC)c(OCC)cc1NC(=O)c1ccco1

Screen / compound no.	13	14	15	16	17	18
IL1B secr inh	-17	-98*	-20	0	-2	18
SW480 rereplic	0%	?	0%	16%	-6%	5%
KB-3-1 tox	2%	15µM*	8%	4%	?	-3%
MCF10A rereplic	10%	?	1%	0%	12%	21%
WRN inhibitor	-3%	-20%[57.1 µM]	-3%	3%	8%	-3%
HT1080NT lethal	3%	?	15%	28%	0%	-3%
KB-V1 cytotox	-3%	?	-13%	3%	?	-7%
ATXN2 expr inh	-4%	3.5µM*	25%	·	1%	-5%
HT1080 IDH1KD tx	-3%	?	2%	20%	-13%	0%

19	CC(=O)N1CCN=C1SCc1cccc(C)c1
20	COc1ccccc1C(=O)Nc1nc(N)n(-c2ccccc2)n1
21	CC(=O)c1ccc(NC(=O)CN(c2c(C)cccc2C)S(C)(=O)=O)cc1
22	CC(C)CNC(=O)c1cc([N+](=O)[O-])ccc1N1CCCCC1
23	O=C(NCc1ccco1)c1ccc(OCC2CCCO2)cc1 (stereo not drawn)
24	COc1ccc(NC(=O)C(C)Oc2ccc(/C(C)=N\O)cc2)cc1 (stereo not drawn)

Screen / compound no.	19	20	21	22	23	24
IL1B secr inh	-14	-3	-11	0	-12	-12
SW480 rereplic	-11%	-4%[9.22 µM]	-7%	-147%[inhibitor]	-10%	0%
KB-3-1 tox	0%	-7%	0%	1%	15%	-6%
MCF10A rereplic	-2%	12%	-2%	-1%	3%	0%
WRN inhibitor	6%	-9%	-4%	-4%	8%	-10%
HT1080NT lethal	2%	12%	1%	-2%	6%	3%
KB-V1 cytotox	?	-3%	4%	-31%	-14%	-25%
ATXN2 expr inh	·	12%	·	·	·	-12%
HT1080 IDH1KD tx	0%	14%	0%	-1%	5%	0%

25	COc1ccc(NC(=O)CSc2ccc3nnc(-c4ccccn4)n3n2)c(OC)c1
26	CC(C)(C)OC(=O)N[C@H]1C=C[C@@H](OC(=O)CC(=O)OCC(F)(F)F)C1
27	Cc1cccc(NC(=O)Nc2c(C)n(C)n(-c3ccccc3)c2=O)c1C
28	CCOCCCn1c(=N)c(C(N)=S)cc2c(=O)n3cccc(C)c3nc21
29	CC(C)(O)C(=O)NNC(=S)Nc1ccc(F)c(Cl)c1
30	CCOC(=O)/C(=N/Nc1ccccc1)Sc1nnnn1-c1ccc(C)cc1

Screen / compound no.	25	26	27	28	29	30
IL1B secr inh	-1	28	-16	-11	-8	15
SW480 rereplic	0%	-9%	-5%	?	-6%	-4%
KB-3-1 tox	8%	0%	9%	?	0%	1%
MCF10A rereplic	1%	8%	-18%	?	-2%	?
WRN inhibitor	-30%	3%	3%	-27%	-5%	-35%[57.1 µM]
HT1080NT lethal	3%	2%	2%	33%	-4%	-1%
KB-V1 cytotox	-19%	0%	12%	16µM*	-2%	-23%
ATXN2 expr inh	7%	4%	2%	-27%	-17%	5%
HT1080 IDH1KD tx	6%	3%	4%	0%	-16%	-29%

31	O=S(=O)(c1cc(F)ccc1F)N1CCC2(CC1)OCCN2S(=O)(=O)c1cccs1
32	CC(C)C(=O)Nc1c2c(nn1-c1ccccc1)CSC2
33	Cc1ccc(SCn2nnc3ccccc3c2=O)c(C)c1
34	COCCN(Cc1cc2cccc(C)c2n2nnnc12)C(=O)C(F)(F)F
35	O=C(O)c1ccc(N/N=C/c2ccc(OC(=O)c3ccccc3Cl)cc2)cc1
36	c1cnc2ncc3sccc3c2c1

Screen / compound no.	31	32	33	34	35	36
IL1B secr inh	-5	5	-4	1	-22	12
SW480 rereplic	11%	-20%	-7%	-14%	-5%	16µM*
KB-3-1 tox	?	-2%	0%	-23%	4%	0%
MCF10A rereplic	16%	-1%	11%	-12%	-1%	-7%
WRN inhibitor	-21%	6%	-12%	2%	1%	2%
HT1080NT lethal	-14%	-3%	7%	0%	-5%	9%
KB-V1 cytotox	-28%	9%	?	0%	25%	-12%
ATXN2 expr inh	6%	·	60%[activator]	-8%	?	-13%
HT1080 IDH1KD tx	-9%	4%	-11%	9%	-9%	2%

37	CCOC(=O)NC(NC(=O)OCC)C(=O)c1ccccc1
38	C=CCCC(=O)Nc1nc(C)c(-c2csc(Nc3ccc(Cl)cc3)n2)s1
39	CC(=O)Nc1cc2c(ccc3ccccc32)oc1=O
40	CC1CCCCC1NCC#CCOc1ccc(Cl)cc1 (stereo not drawn)
41	COc1cccc(C(=O)NCc2ccc(N3CCN(C(=O)OC(C)(C)C)CC3)cc2)c1
42	Cc1ccc(NC(=O)c2ccc(-n3cccn3)nc2)cc1
43	COc1ccc(OCCCC(=O)Nc2cc([N+](=O)[O-])ccc2C)cc1
44	CN(c1ccccc1)S(=O)(=O)c1ccc(NC(=O)c2ccc(-c3ccccc3)cc2)cc1

Screen / compound no.	37	38	39	40	41	42	43	44
IL1B secr inh	-6	-7	-8	-22	-23	-5	9	-7
SW480 rereplic	-2%	?	13%	-1%	0%	-6%	?	15%
KB-3-1 tox	-8%	?	0%	1%	6%	4%	-4%	11%
MCF10A rereplic	-16%	33%	12%	15%	20%	-11%	?	7%
WRN inhibitor	-5%	5%	-2%	6%	-3%	2%	6%[57.1 µM]	-4%
HT1080NT lethal	0%	?	25%	-27%	0%	20%	-15%	?
KB-V1 cytotox	?	-2%	-1%	8%	-15%	20%	-12%	?
ATXN2 expr inh	-5%	0%	-8%	·	-3%	3%	-6%	?
HT1080 IDH1KD tx	2%	?	12%	-23%	-4%	14%	-9%	-9%

Random draw from the library. About 12% of those tested had a hit in this group.
